# Assay outcomes: PubChem BioAssay, several laboratories
# SRC1 inh: SRC1 coactivator transcriptional activity inhibitors, primary screen, cell-based, luminescence; HEK293 GAL4-SRC1 luciferase reporter; inhibition, % at 3.6 µM; 360,000 tested, 0.12% active; AID 588354, 2011;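 active = inhibition above the campaign mean plus 3 SD, with each screening campaign given its own cutoff, cut at about 60% in these data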;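 note: 0% = DMSO treated cells and 100% = gossypol at 36 µM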
# ABHD5 PLIN5 PPI: ABHD5-PLIN5 interaction inhibitors, primary screen, cell lysate, split luciferase complementation, luminescence; Perilipin-5 (Homo sapiens) + 1-acylglycerol-3-phosphate O-acyltransferase ABHD5 (Homo …; Split G. princeps luciferase complementation, 4 h; inhibition, % at 4 µM; 360,000 tested, 0.78% active;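 active = inhibition above the mean inhibition across every tested compound plus 3 SD, cut at about 22% in these data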;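 note: 0% = DMSO only wells and the 100% control is not disclosed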
# LRH-1 inv ag: LRH-1 (NR5A2) inverse agonists, primary screen, cell-based, luminescence, HEK293T, StAR-luciferase reporter. LRH-1 transfected, 24 h. inhibition, % at 3.6 µM. 360,000 tested, 0.13% active. AID 602396, 2012;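 active = inhibition above the mean inhibition of all tested compounds plus 3 SD, cut at about 73% in these data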;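 note: 0% = DMSO wells and 100% = reporter-only cells lacking LRH-1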
# MC4R antag cAMP: MC4R antagonists of cAMP signaling, primary screen, cell-based, TR-FRET, antagonist arm of biased-ligand search. Melanocortin receptor 4 (Homo sapiens), P32245. MC4R-expressing cells, MTII-stimulated cAMP, LANCE TR-FRET. inhibition, % at 6.5 µM. 360,000 tested, 0.48% active. AID 540295, 2011;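 active = inhibition above its plate's cutoff, the mean of tested wells on that plate plus 3 SD, cut at about 29% in these data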;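 note: 0% = Melanotan II alone and 100% = Melanotan II plus saturating MCL0020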
#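 System – human MC4R-expressing U2OS cells · Also added – Melanotan II · Dosing – one concentration, 6.5 µM nominal · Timing – 30-min compound, 1-h challenge, 1-h detection, room temperature · Measured by – Eu-cAMP/anti-cAMP TR-FRET, emission 671 nm · Replicates – singlicate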
# MC4R barr agon: MC4R agonists recruiting beta-arrestin, primary screen, cell-based, luminescence, agonist arm of biased-ligand search; Melanocortin receptor 4 (Homo sapiens), P32245; U2OS MC4R beta-arrestin complementation; percent of melanotan II response, DMSO zero; activation, % at 8.9 µM; 360,000 tested, 0.98% active;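 active = activation above a per-plate cutoff, the mean activation of sample wells on that plate plus 3 SD, cut at about 8% in these data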
# TLR9-MyD88 block: inhibitors of TLR9-MyD88 association in cells, primary screen, cell-based, CHO, BLA complementation, fluorescence; Toll-like receptor 9 (Homo sapiens) + Myeloid differentiation primary response protein …; CCF4 FRET ratio; inhibition, % at 4.98 µM; 340,000 tested, 0.21% active; AID 504734, 2011;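 active = inhibition above the mean over all tested compounds plus 3 SD, cut at about 21% in these data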;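 note: 0% = DMSO only wells and 100% = clavulanate BLA inhibitor control wells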
# NOD2-RIPK2 inh: NOD2-RIPK2 binding disruptors in cells, primary screen, fluorescence, CHO cells, BLA complementation; Receptor-interacting serine/threonine-protein kinase 2 (Homo sapiens), O43353; CCF4 ratio; inhibition, % at 4.98 µM; 360,000 tested, 0.38% active; AID 624267, 2012; in the data active = inhibition above about 21%;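 note: 0% = vehicle only and 100% = reference blocker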
# Target sequence (O43353 whole entry, looked up): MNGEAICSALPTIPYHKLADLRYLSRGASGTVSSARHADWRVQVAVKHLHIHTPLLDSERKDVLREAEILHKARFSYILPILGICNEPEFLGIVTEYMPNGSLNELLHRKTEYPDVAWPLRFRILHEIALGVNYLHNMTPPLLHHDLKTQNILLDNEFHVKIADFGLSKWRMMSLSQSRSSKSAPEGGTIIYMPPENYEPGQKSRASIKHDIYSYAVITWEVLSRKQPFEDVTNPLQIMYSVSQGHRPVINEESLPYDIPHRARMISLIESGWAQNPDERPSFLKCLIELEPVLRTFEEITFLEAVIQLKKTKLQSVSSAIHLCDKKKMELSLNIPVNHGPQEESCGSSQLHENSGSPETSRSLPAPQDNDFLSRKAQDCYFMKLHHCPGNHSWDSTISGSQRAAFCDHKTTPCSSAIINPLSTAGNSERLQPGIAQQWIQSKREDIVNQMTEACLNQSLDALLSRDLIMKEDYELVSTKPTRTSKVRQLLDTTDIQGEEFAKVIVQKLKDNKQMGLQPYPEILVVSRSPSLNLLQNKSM
# COUP-TFII inh: NR2F2 transcriptional activity inhibitors, primary screen, cell-based, luciferase reporter, HEK293T, luminescence; 370,000 tested, 0.7% active; HEK293T NGFI-A luciferase reporter; inhibition, % at 8.6 µM;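 active = inhibition above a per-plate cutoff, mean inhibition of test wells between control levels plus 3 SD, cut at about 38% in these data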;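 note: cells cotransfected with COUP-TFII expression vector driving the NGFI-A reporter; 0% = median of COUP-TF2 test wells and 100% = reporter-only cells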
# Target sequence (P24468 whole entry, looked up): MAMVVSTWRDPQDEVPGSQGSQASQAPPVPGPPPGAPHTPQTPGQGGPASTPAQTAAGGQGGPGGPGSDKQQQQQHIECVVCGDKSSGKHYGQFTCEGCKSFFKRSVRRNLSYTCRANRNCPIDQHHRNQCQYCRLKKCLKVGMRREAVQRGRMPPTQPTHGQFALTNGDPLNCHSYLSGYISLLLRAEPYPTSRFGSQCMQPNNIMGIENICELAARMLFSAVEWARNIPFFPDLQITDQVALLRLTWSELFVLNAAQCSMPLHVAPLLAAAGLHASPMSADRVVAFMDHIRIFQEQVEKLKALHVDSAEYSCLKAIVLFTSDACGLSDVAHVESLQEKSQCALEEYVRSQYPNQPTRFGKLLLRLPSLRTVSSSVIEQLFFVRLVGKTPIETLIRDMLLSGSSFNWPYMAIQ
# SRC2 inh: inhibition of GAL4-SRC2 driven luciferase reporter, primary screen, SRC2 inhibitor project, cell-based, luminescence; HEK293 GAL4-SRC2 luciferase reporter; inhibition, % at 9 µM; 370,000 tested, 0.17% active; AID 651957, 2012; Nuclear receptor coactivator 2 (Homo sapiens), Q15596;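 active = inhibition above the mean inhibition of all tested compounds plus 3 SD, set per campaign, cut at about 52% in these data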;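 note: 0% = DMSO treated cells and 100% = cells given Gossypol at 36 µM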
# LMP1 NFkB inh: EBV LMP1-driven NF-kappaB luciferase reporter inhibitors, primary screen, cell-based, luminescence, single point; LMP1-induced NF-kappaB luciferase reporter cells; AID 504558, 2011; 350,000 tested, 0.69% active; inhibition, % at 12.5 µM; in the data active = inhibition above about 41%;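 note: 0% = neutral control wells and 100% = reference inhibitor control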
# NCOA3 inh: SRC3 coactivator transcriptional activity inhibitors, primary screen, cell-based, luminescence | Nuclear receptor coactivator 3 (Homo sapiens), Q9Y6Q9 | HEK293 GAL4-SRC3 luciferase reporter | inhibition, % at 3.6 µM | 360,000 tested, 0.17% active;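 active = inhibition above a per-campaign cutoff, the mean of all compounds plus 3 SD, cut at about 60% in these data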;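 note: 0% = DMSO-treated cells and 100% = gossypol-treated cells at 36 µM; higher means less SRC3-driven luciferase light from the GAL4 reporter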
# The depositor's hits bear a star; / = no result given. The list is partial; rates above refer to the full screens.
SMILES,SRC1 inh,ABHD5 PLIN5 PPI,LRH-1 inv ag,MC4R antag cAMP,MC4R barr agon,TLR9-MyD88 block,NOD2-RIPK2 inh,COUP-TFII inh,SRC2 inh,LMP1 NFkB inh,NCOA3 inh
COc1cc(/C=C/C(=O)N2CCN(C(=O)/C=C/c3cc(OC)c(OC)c(OC)c3)CC2)cc(OC)c1OC,-26,0,5,6,-0.5,-10,1,/,/,-8,4
Cc1ccccc1NC(=O)CSc1nnc(Cc2ccccc2)c(=O)n1N,-3,5,-11,12,-0.9,2,-4,-3,-14,1,13
Cc1cc(-c2cc(C(=O)NCc3ccccc3)on2)nc(NC2CCCC2)n1,7,1,-2,-6,-2.4,-7,13,-10,-3,-2,-13
CCOC(=O)N1CCN(c2c(N3CCN(c4ccccn4)CC3)c(=O)c2=O)CC1,2,6,-11,6,0.6,3,-6,11,-18,0,-8
COC(=O)c1nc(NC(=O)C(C)C)n[nH]1,9,1,2,-7,-1.3,-8,-13,2,-14,-9,-4
CCOC(=O)c1c(C)[nH]c(C(=O)OC(C)C(=O)NC2CCCCC2C)c1C (stereo not given),-2,7,7,6,0.2,4,7,7,6,7,1
CCCOc1ccc(N2CC(C(=O)Nc3ccccc3C(=O)NCc3ccco3)CC2=O)cc1 (stereo not given),-2,1,-2,16,0.3,-2,-13,2,4,-2,8
CCCc1cc(C(=O)Nc2ccn(Cc3ccc(C)cc3)n2)no1,9,-4,11,5,0.2,-2,-8,10,-12,5,2
CCOC(=O)c1c(NC(=O)c2cc(-c3ccc(O)cc3)on2)sc(C(C)=O)c1C,3,-1,18,-2,-0.5,12,-16,-16,-11,-13,10
Cc1ccc(NC2CCCN(C(=O)C3CCCCC3)C2)cc1C (stereo not given),0,14,9,9,0.2,-5,2,14,-11,-9,15
CSc1nc2c(ccc3ccccc32)o1,-22,2,7,4,0.2,0,-1,-1,6,-4,-6
COc1ccc(-n2c(=O)cc(N3CCOCC3)[nH]c2=O)cc1,-9,6,-11,0,-1.1,2,8,-8,8,-5,3
COc1ccc(-n2nc(C(=O)NCC(=O)Nc3cccc(NC(C)=O)c3)c3ccccc3c2=O)cc1,22,-3,9,2,1.6,2,-2,10,6,-2,7
COc1ccc(N2CCN(c3ccc([N+](=O)[O-])nc3)CC2)cc1,-13,-1,-13,-1,1.9,-10,-7,-8,-16,-3,-3
c1ccc(NCc2nc3ccccc3n2CCOc2ccccc2)cc1,-5,3,-31,2,-1.7,-11,-12,-5,-5,-14,-10
CC(=O)N(c1cc(C)ccc1C)c1ccccc1[N+](=O)[O-],-9,9,17,-4,-1.2,-5,1,9,26,-3,-7
CCN(Cc1ccc(OC)c(F)c1)C(=O)c1cc2ccccc2o1,-8,-6,-25,-4,2.4,-6,4,-24,-30,6,-25
Cc1ccc2c(C)c(C(=O)N3CCN(c4ncccn4)CC3)oc2c1C,-28,-5,-5,-11,0.3,1,-13,1,-3,-11,-14
CC(=O)Nc1ccc(NC(=O)c2cc(=O)c3ccccc3o2)cc1,16,2,-15,1,-2.4,-4,-4,10,43,9,16
CC1(C)Cc2c(C#N)c(SCC(=O)O)nc(N3CCOCC3)c2CO1,-17,-4,5,0,0.2,2,-6,4,-2,1,1
CCOc1ccc(N=C2NC(=O)C(CC(=O)Nc3ccc(OC)cc3)S2)cc1 (stereo not given),7,1,13,-10,1.0,0,0,-1,7,-3,12
COc1ccc(NC(=O)c2cc(C3CCCCN3C(=O)c3ccc(NC(C)=O)cc3)on2)c(C)c1 (stereo not given),-41,2,4,6,-2.3,/,7,-12,3,/,-39
NC(=O)Nc1ccccc1C(=O)N1CCC(O)(c2ccc(Cl)cc2)CC1,6,-2,14,1,1.1,-2,6,/,/,5,2
O=C(/C=C\c1cn(-c2ccccc2)nc1-c1ccc2c(c1)OCCO2)N1CCOCC1,-15,13,-8,7,8.5*,-1,-9,-6,20,-6,12
Cc1cc(C)nc(N2CCC(C(=O)NC3CCCCCC3)CC2)n1,-31,-6,4,0,1.1,6,0,-1,-19,-7,1
COc1ccccc1-c1c(C(F)(F)F)oc2cc(OC(=O)c3ccc([N+](=O)[O-])cc3)ccc2c1=O,-14,2,-25,1,-0.2,-1,9,7,17,-9,1
CC(C)C[C@@H]1Cc2[nH]c(=S)[nH]c(=O)c2[C@H](CCc2ccccc2)O1,/,-3,7,/,/,/,-7,5,-4,/,/
O=c1n(-c2ccc(Br)cc2)cnn1-c1ncccc1[N+](=O)[O-],-69,0,-106,10,-4.3,0,5,-36,-39,-48,-78
Cc1cc2ncc(-c3ccc(Cl)cc3)cn2n1,-111,-1,-102,-3,-0.3,3,-8,-49,-23,-7,-63
CCn1cc(C(=O)NN)c(=O)c2cc(F)c(N3CCN(C)CC3)cc21,0,1,1,-2,-1.0,1,0,-6,-11,1,6
CC(C)(C)OC(=O)N1CCC[C@@H]1C(=O)N1CCC[C@@H]1C(=O)NCc1ccccc1Cl,/,6,7,/,/,/,-5,-9,17,/,/
CC(CCc1ccccc1)NC(=O)COc1ccc(S(=O)(=O)N2CCOCC2)cc1[N+](=O)[O-] (stereo not given),12,4,44,0,2.2,-10,-9,16,12,8,12
COc1ccc(/C=N/Nc2nc3ccccc3o2)cc1OC,-110,-4,-123,-6,-0.5,0,6,-22,-80,-17,-82
CC(C)=CCN1CCN(Cc2ccoc2)CC1CCO (stereo not given),-7,4,-15,2,-1.2,3,-2,11,23,-16,12
CCOC(=O)C1=C(CN2CCc3ccccc32)NC(=O)NC1c1ccc(Cl)cc1 (stereo not given),8,-3,-16,8,6.4,-9,-7,12,-16,6,-18
O=C(CN1C(=O)c2ccccc2C1=O)Nc1cccc2cccnc12,8,0,-19,12,-1.9,7,-2,-9,-1,2,2
O=C(c1cc2ccccn2n1)N1CCN(Cc2ccccc2)CC1,-36,-6,-24,13,0.4,1,-11,-8,-21,-13,-31
CCC(=O)Nc1ccc(/C(C)=N\NC(=O)c2ccc(C)s2)cc1,-5,-1,-40,6,0.0,-9,1,-21,-55,-5,-8
COc1cccc(C(=O)Nc2c3c(nn2-c2ccccc2C)CS(=O)C3)c1OC (stereo not given),8,2,11,7,0.7,4,-4,3,5,-2,22
COc1ccccc1C(=O)CSc1ccccn1,-93,-5,-65,8,-2.1,-5,-9,-18,-33,-11,-66
CCOc1ccc(/C=C2\SC(N3CCc4ccccc4C3)=NC2=O)cc1,-2,-1,10,19,-1.2,-5,-6,0,-35,-9,5
COc1cccc([C@@H]2CC=C(C(=O)O)[C@H](c3ccc(C)cc3)N2S(=O)(=O)c2ccc(C)cc2)c1,5,-11,-13,3,0.5,-11,-6,-12,6,1,-3
Cc1cc(/C=C2\C(=N)N3N=C(C(C)C)SC3=NC2=O)c(C)n1-c1ccccc1,-15,-1,0,13,-1.1,-10,-15,-8,8,2,9
CCOCCCNC(=O)C(NC(=O)Cc1cccs1)c1ccc(OC)cc1 (stereo not given),-2,11,-21,0,1.2,-4,-4,4,4,1,-3
Cc1cc(C=NCCCO)c(C)n1-c1cc(Cl)ccc1Cl,-7,-1,-1,-13,-1.8,-17,-3,-1,-5,2,22
Cn1ccnc1C(O)c1cc(C(C)(C)C)c(O)c(C(C)(C)C)c1 (stereo not given),0,19,-8,6,0.1,-2,9,-9,6,1,9
Cc1noc(NS(=O)(=O)c2ccc(NC(=O)c3ccc(OC(C)C)cc3)cc2)c1C,-14,0,-1,0,-1.0,1,-4,1,-13,-9,-3
CCOc1ccc(N(CC(=O)Nc2c(C)cccc2C)S(=O)(=O)c2c(C)[nH]c(=O)[nH]c2=O)cc1,11,1,-4,-1,-0.5,6,-7,-22,7,1,18
COc1ccccc1NC(=O)COC(=O)/C=C/c1ccc2c(c1)OCO2,0,-6,7,1,1.6,-3,-1,-5,-10,-19,-3
COc1ccccc1NC(=O)Cn1nc(Cc2cccnc2)c2ccccc2c1=O,-8,-1,-6,6,-1.7,2,3,-11,24,-3,5
CC(=O)c1cccc(NC(=O)CSc2ncc(C(=O)Nc3ccccc3)c(=O)n2C)c1,-2,-4,8,11,-1.8,-3,-3,2,8,-5,-5
C[C@H]1CN([C@@H](C)CO)S(=O)(=O)c2ccc(Br)cc2O[C@H]1CN(C)C(=O)c1cccc(F)c1,2,2,16,0,1.5,-10,-4,6,-14,-4,-1
O=C(CCNC(=O)N1CCn2c1nc1ccccc12)NCc1ccccc1Cl,-28,-7,-1,2,-3.0,-10,3,9,-15,-4,3
COCCCNC(=O)CN(c1ccc(Cl)c(Cl)c1)S(C)(=O)=O,-9,3,6,3,-0.9,0,-10,-14,0,4,-1
CCC(=O)/C=C1\Sc2ccc(OC)cc2N1CC,6,-2,11,3,0.8,14,10,-9,4,12,10
COc1cc(S(=O)(=O)Nc2ccccc2C)ccc1NC(=O)c1ccncc1,-6,-1,-1,6,-4.0,-1,-9,5,3,1,9
CN(Cc1ccccc1)C(=O)Cc1ccccc1,0,3,5,-2,0.9,4,0,0,-2,2,-16
O=C(Nc1cccc(Cl)c1)Nc1c[nH]c(=O)[nH]c1=O,-8,-6,-10,11,0.3,8,-10,-13,2,-3,2
NC(=O)C(NN=C(c1ccccc1)c1ccccc1)c1ccccc1 (stereo not given),-4,-12,-2,7,-1.9,8,-1,-9,16,2,7
Cc1ccc2ccccc2c1C(O)c1ncc(-c2ccccc2Cl)[nH]1 (stereo not given),-20,-8,-26,3,-0.4,/,-1,3,8,/,1
Cc1c(O)c(CN2CCCC2)cc2c3c(c(=O)oc12)CCC3,1,-1,13,3,-2.2,-1,-1,9,-10,-7,13
O=C(Nc1cnc2ccccc2c1)N1CCCCC1,-76,-4,-156,-4,-2.2,6,-7,-59,-62,-19,-62
